EBI2 antag: blocks human EBI2 receptor beta-arrestin signaling; P32249; EBI2 beta-arrestin recruitment, luminescence, 7a,25-OHC stimulated; inhibition, % at 5 µM; actives 0.81% (n = 360,000); AID 651636; in the data active = inhibition above about 38%;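 also: enzyme fragment complementation signal reports receptor beta-arrestin coupling in cells; 0% = agonist plus DMSO wells and 100% = wells without agonist; some results beyond the cut were filed as inactive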
Target sequence (P32249 whole entry, looked up, the tested form may be a part): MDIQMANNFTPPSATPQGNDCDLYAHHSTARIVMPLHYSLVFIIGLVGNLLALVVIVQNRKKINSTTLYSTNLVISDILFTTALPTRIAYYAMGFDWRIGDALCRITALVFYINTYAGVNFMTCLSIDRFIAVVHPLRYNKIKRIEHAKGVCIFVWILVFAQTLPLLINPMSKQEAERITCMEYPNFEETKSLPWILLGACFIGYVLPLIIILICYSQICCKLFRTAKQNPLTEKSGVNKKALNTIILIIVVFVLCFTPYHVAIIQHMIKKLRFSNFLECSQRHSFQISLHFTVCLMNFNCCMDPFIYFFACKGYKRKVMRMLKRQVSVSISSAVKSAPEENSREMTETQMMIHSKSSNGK
Gli-Sufu block: antagonists of Gli-Sufu signaling | Sufu-KO-LIGHT fibroblasts, Gli luciferase reporter luminescence | inhibition, % at 5 µM | actives 0.74% (n = 340,000) | AID 588413;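 active = inhibition above about 55%, limit read from the data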;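 also: 0% = DMSO-treated cells and 100% = wells with medium but no cells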
Jurkat NFkB inh: inhibitors of the PMA/ionomycin-induced NF-kB reporter in Jurkat cells; PMA/ionomycin-induced NF-kB luciferase reporter, luminescence; inhibition, % at 4 µM; actives 0.53% (n = 330,000); AID 435003; in the data active = inhibition above about 50%
UPR XBP1 act: adaptive UPR (XBP1) activation; CHO-XBP1 luciferase reporter, IRE1-XBP1 UPR activation, luminescence; percent of tunicamycin response, DMSO as zero; activation, % at 20 µM; actives 0.33% (n = 330,000);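 active = versus positive control, 20 µM dose yields 30% or more activation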;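 also: 100% = tunicamycin at 10 µg/mL and 0% = DMSO only wells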
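Material: IRE1-XBP1 luciferase reporter CHO line / Quantity: one thousand reporter cells per well / Buffer or medium: F12 with 10% serum / Compound: 20 µM single concentration, DMSO 1% / Times: 6 h treatment, 37 °C / Detection: Steady-Glo luciferase glow luminescence, 10 min after reagent addition / Benchmarks: tunicamycin high, DMSO low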
Mdm2 MdmX PPI: human Mdm2/MdmX binding inhibition; O15151+Q00987; SaOS-2 split-luciferase Mdm2/MdmX complementation, luminescence; inhibition, % at 8 µM; actives 3% (n = 330,000);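 active = inhibition of at least 50% at 8 µM in the primary screen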
CCR6 antag: antagonists of human CCR6 receptor | CHO-K1 CCR6 PathHunter beta-arrestin, luminescence, CCL20-stimulated | inhibition, % at 20 µM | actives 0.49% (n = 340,000);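 active = compounds whose inhibition of the agonist-driven luminescence signal at 20 µM reaches about 50%, limit read from the data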;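 also: cells stimulated with CCL20 at 14 nM final; plate controls were DMSO with CCL20 for no effect and DMSO without agonist for full effect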
Target sequence (P51684 whole entry, looked up): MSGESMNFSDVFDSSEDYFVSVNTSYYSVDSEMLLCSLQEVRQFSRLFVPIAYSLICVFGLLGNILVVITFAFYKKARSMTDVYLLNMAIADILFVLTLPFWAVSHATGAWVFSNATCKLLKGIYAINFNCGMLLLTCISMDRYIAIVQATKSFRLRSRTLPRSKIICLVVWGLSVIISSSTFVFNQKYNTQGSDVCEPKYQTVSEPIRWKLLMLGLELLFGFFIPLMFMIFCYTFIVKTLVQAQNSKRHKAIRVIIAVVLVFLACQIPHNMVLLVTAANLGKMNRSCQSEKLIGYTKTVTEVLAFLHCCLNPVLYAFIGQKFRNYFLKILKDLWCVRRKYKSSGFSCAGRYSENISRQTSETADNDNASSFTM
697 NFkB inh: lowers PMA/ionomycin-induced NF-kB signal in 697 B cells. 697 B-cell NF-kB luciferase reporter, 16 h. inhibition, % at 4 µM. actives 0.33% (n = 330,000). AID 435022; in the data active = inhibition above about 35%
CXCR6 inh: blocks human CXCR6 beta-arrestin recruitment | O00574 | CHO-K1 PathHunter CXCR6 beta-arrestin, luminescence | inhibition, % at 20 µM | actives 0.36% (n = 360,000); in the data active = inhibition above about 34%, passing the limit was not always enough;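 also: antagonist mode with CXCL16 agonist at 10 nM final; 0% = 10 nM CXCL16 with DMSO and 100% = unstimulated wells without agonist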
Target sequence (O00574 whole entry, looked up): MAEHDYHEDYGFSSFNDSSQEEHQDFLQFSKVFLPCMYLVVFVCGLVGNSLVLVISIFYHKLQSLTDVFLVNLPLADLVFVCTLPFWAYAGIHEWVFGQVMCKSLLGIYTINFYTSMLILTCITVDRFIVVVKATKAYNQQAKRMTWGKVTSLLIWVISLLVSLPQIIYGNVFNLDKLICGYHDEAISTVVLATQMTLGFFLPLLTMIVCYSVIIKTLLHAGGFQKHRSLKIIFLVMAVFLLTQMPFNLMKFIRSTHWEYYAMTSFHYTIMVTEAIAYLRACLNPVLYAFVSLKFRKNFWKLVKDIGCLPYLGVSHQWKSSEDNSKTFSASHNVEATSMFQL
CHOP UPR activ: apoptotic UPR (CHOP) activation | activation, % at 10 µM | CHO-CHOP luciferase reporter, luminescence; percent of tunicamycin response over DMSO baseline | AID 449763 | actives 0.34% (n = 330,000);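 active = at 10 µM dose, activation of 40% or more, normalized to positive control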;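 also: 100% = tunicamycin at 10 µg/mL and 0% = DMSO alone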
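System: CHO-CHOP luciferase reporter cell line; amount: 500 cells/well; buffer or medium: F12 medium containing 10% fetal bovine serum; incubation: 6 h compound exposure at 37 °C after overnight seeding; measured by: luciferase luminescence after 10 min with Steady-Glo reagent; evaluation: % reporter activation, DMSO baseline versus tunicamycin full activation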
Starred values were filed as active, the others as inactive; i = inactive; · = no result given.

Preview (two entries):
SMILES	EBI2 antag	Gli-Sufu block	Jurkat NFkB inh	UPR XBP1 act	Mdm2 MdmX PPI	CCR6 antag	697 NFkB inh	CXCR6 inh	CHOP UPR activ
CCC(CC)NC(=O)COC(=O)c1cccc(C)c1O	14	0	-5	-2	22	17	12	0	-2.2
CC(=O)Nc1ccc(CN2CCN(CCC(C)C)C(CCO)C2)cc1 (stereo unspecified)	-4	24	4	2	-3	15	-9	2	-0.1

Results, from the start:
SMILES	EBI2 antag	Gli-Sufu block	Jurkat NFkB inh	UPR XBP1 act	Mdm2 MdmX PPI	CCR6 antag	697 NFkB inh	CXCR6 inh	CHOP UPR activ
CCC(CC)NC(=O)COC(=O)c1cccc(C)c1O	14	0	-5	-2	22	17	12	0	-2.2
CC(=O)Nc1ccc(CN2CCN(CCC(C)C)C(CCO)C2)cc1 (stereo unspecified)	-4	24	4	2	-3	15	-9	2	-0.1
Cc1c(-n2c(SCC(=O)C(C)(C)C)nc3ccccc3c2=O)c(=O)n(-c2ccccc2)n1C	18	8	-8	-1	-12	3	12	3	1.3
Cc1cc(C)nc(SCc2cn3cc(Cl)ccc3n2)n1	4	-7	3	1	-29	-24	-11	-5	4.3
CC(NC(=O)CCc1nnc(C2CCCCC2)o1)c1ccc(F)cc1 (stereo unspecified)	-10	0	13	2	1	0	-4	9	0.4
COc1ccc(CN2C(=O)c3ccccc3C2=O)cc1C(=O)OC(C)C(=O)NC(N)=O (stereo unspecified)	4	22	-2	4	-8	13	3	-9	-0.9
Cc1cc(NS(=O)(=O)c2ccc(NC(=O)c3ccco3)cc2)nc(C)n1	-15	7	-1	-1	-6	9	-6	-7	-0.5
Cc1ccc(C)c(OCC(=O)Nc2cccc(S(=O)(=O)NC3=NCCCCC3)c2)c1	-1	9	-11	-6	13	11	3	-1	-1.8
COc1ccc(-c2nc(CS(=O)(=O)CC(=O)NCCc3ccccc3)c(C)o2)cc1	6	14	-11	3	-4	-2	-8	8	2.8
CN1CCCC(OC(=O)c2ccccc2F)C1 (stereo unspecified)	-8	1	10	-4	9	11	5	8	-2.2
COc1ccc(C(Cl)=C(c2ccc(OC)cc2)c2ccc(OC)cc2)cc1	30	12	-4	-7	22	9	12	0	1.7
CCOc1ccccc1NC(=O)C1=C(C)NC(=O)NC1c1cccc(OC)c1OC (stereo unspecified)	-1	1	5	-3	-1	-1	-17	1	-2.5
COc1cc(C(=O)NCCc2ccc(F)cc2)ccc1OCC(=O)N1CCOCC1	-3	-4	3	3	-11	8	4	-20	-0.6
Cc1cc(S(=O)(=O)N(Cc2ccc3c(c2)OCO3)CC2CCCO2)ccc1-n1cnnn1 (stereo unspecified)	13	-3	24	-1	16	0	-5	2	1.9
COC(=O)COc1ccc(S(=O)(=O)Nc2ccc(NC(C)=O)cc2)cc1	2	-4	-12	0	6	-7	-13	8	1.3
O=C(NCC1CCCO1)c1cccc(-n2cnnn2)c1 (stereo unspecified)	7	1	-3	0	0	1	-11	4	-2.9
Cn1cc(S(=O)(=O)Nc2cccc(F)c2)c(=O)n(C)c1=O	-8	8	-3	5	-17	5	-13	-7	-1.6
COc1ccc(NC(=O)c2ccc(-n3cncn3)c([N+](=O)[O-])c2)cc1	-15	5	-6	-2	-8	-7	-4	-9	1.5
Cc1onc(-c2ccccc2)c1-c1nnc(CN2CCN(S(=O)(=O)c3ccccc3F)CC2)o1	-4	17	0	-1	4	0	-4	-5	-1.4
CCOc1ccccc1NC(=O)C(CC)Sc1nc2ccsc2c(=O)n1CCC(=O)O (stereo unspecified)	-9	-18	4	-4	7	7	0	2	1.0
Nc1ccccc1-c1ccccc1N	4	3	-2	-2	0	11	6	-8	-2.1
Cc1ccccc1CCNC(=O)CCn1nc(C)c2c(C)n(-c3ccccc3)nc2c1=O	-6	-25	8	-2	42	14	25	-4	-1.5
Cc1nc(SCC(=O)NC(=O)NCCC(C)C)c2c(-c3cccs3)csc2n1	5	10	-13	1	22	18	-24	8	0.7
Cc1cccc(C)c1NC(=O)c1ccccc1C(=O)O	-1	4	22	-6	-3	2	13	-10	2.6
CCOc1cc(N2CCOCC2)c(OCC)cc1NC(=O)CN1C(=O)NC2(CCc3ccccc32)C1=O (stereo unspecified)	-5	5	-12	-2	5	-1	13	3	-2.5
O=C(NC1CCCCCCC1)c1ccccc1O	-18	-20	-83	1	-22	10	-167	-5	6.7
O=C(CSc1nc2ccc(Cl)cc2[nH]1)c1cccs1	-5	-10	-54	0	-64	2	-15	-3	4.6
CN(C)CCCC(C)(O)C(Cc1ccccc1)c1ccccc1 (stereo unspecified)	-4	3	-9	0	-6	-2	6	4	2.6
CC1Cc2cc(S(=O)(=O)N3CCN(c4ccccc4F)CC3)ccc2N1C(=O)C1CC1 (stereo unspecified)	6	1	14	-7	19	15	3	4	2.1
CN1N=C(C(C)(C)C)CC1=O	·	-7	14	-2	24	8	-4	·	-0.5

A different layout for part of the listing above.
canonical_smiles | EBI2 antag | Gli-Sufu block | Jurkat NFkB inh | UPR XBP1 act | Mdm2 MdmX PPI | CCR6 antag | 697 NFkB inh | CXCR6 inh | CHOP UPR activ
CCOc1cc(N2CCOCC2)c(OCC)cc1NC(=O)CN1C(=O)NC2(CCc3ccccc32)C1=O (stereo unspecified) | -5 | 5 | -12 | -2 | 5 | -1 | 13 | 3 | -2.5
O=C(NC1CCCCCCC1)c1ccccc1O | -18 | -20 | -83 | 1 | -22 | 10 | -167 | -5 | 6.7
O=C(CSc1nc2ccc(Cl)cc2[nH]1)c1cccs1 | -5 | -10 | -54 | 0 | -64 | 2 | -15 | -3 | 4.6
CN(C)CCCC(C)(O)C(Cc1ccccc1)c1ccccc1 (stereo unspecified) | -4 | 3 | -9 | 0 | -6 | -2 | 6 | 4 | 2.6

The list continues:
SMILES	EBI2 antag	Gli-Sufu block	Jurkat NFkB inh	UPR XBP1 act	Mdm2 MdmX PPI	CCR6 antag	697 NFkB inh	CXCR6 inh	CHOP UPR activ
COc1ccc(NC(=S)Nc2ccccc2SC)c(OC)c1	-5	-2	-12	-2	6	21	-10	-2	-1.5
Cc1ccc(NC(=S)NCCN2CCOCC2)cc1C	3	-8	2	0	10	3	-3	-8	-0.7
CC1CN(Cc2cn(C)nc2-c2ccc(Oc3ccccc3)cc2)CCN1C (stereo unspecified)	4	34	-12	1	19	12	-28	1	-0.8
CCN(CC(=O)Nc1ccccc1OC)C(=O)C1CCCC1	-14	4	9	-1	-17	0	14	10	0.8
COc1ccc(-c2sc3ccc(N4CCOCC4)cc3c2C#CC2(O)CCCCC2)cc1	10	2	8	3	76*	-7	-10	-13	-1.3
COc1ccc(-n2c(SCC(=O)Nc3ncc(Cl)cc3Cl)nc3ccccc32)cc1	·	·	-65	-2	91*	·	i	·	0.9
CC(=O)N1CCC(N2CCN(Cc3ccc(C)cc3)C(CCO)C2)CC1 (stereo unspecified)	-5	1	-20	-1	6	1	16	-5	1.5
CCOC(=O)C1CCN(C(=O)N2CCOCC2)CC1	3	-6	1	0	-16	-5	3	-5	-0.4
CNC(=O)c1c(Br)cnn1-c1ccc(C)cc1	-1	-85	-88	2	-100	10	-123	5	3.9
Cc1ccc(CN2CC(C(=O)N3CCN(S(=O)(=O)c4ccccc4)CC3)CC2=O)cc1 (stereo unspecified)	3	-14	6	2	-7	-8	-33	-7	1.0
Cc1ccc2c(ccc(=S)n2C)c1	1	-6	-2	-1	8	8	18	5	-0.6
CCCOc1ccccc1C(=O)N(Cc1cccc(Br)c1)C1CCS(=O)(=O)C1 (stereo unspecified)	6	-1	2	-2	13	16	-4	0	-0.6
CC(=O)N1N=C(c2ccc(NS(=O)(=O)c3ccccc3)cc2)CC1c1ccco1 (stereo unspecified)	-9	-21	38	-2	42	-5	-67	-1	-1.2
CCN(CC)S(=O)(=O)c1cccc(NC(=O)COC(=O)c2n[nH]c(=O)c3ccccc23)c1	4	6	-5	-2	-1	17	-17	0	-1.5
O=[N+]([O-])c1ccc(C2CCCC/C2=N/OCc2ccc(F)cc2)c([N+](=O)[O-])c1 (stereo unspecified)	27	8	8	0	10	11	-26	7	-0.2
CCOC(=O)c1c(NC(=O)CSc2nnc(C)s2)sc2c1CCCCC2	20	11	-11	-1	6	13	-32	5	-2.3
CC(=O)N1CCN(c2ccc(NC(=O)c3cc4ccccc4o3)cc2)CC1	-9	-11	-7	1	-10	9	-7	-4	0.3
O=c1oc2ccccc2c(O)c1CN1CCCCC1	-1	3	3	-1	-11	11	-15	-1	2.5
Cc1ccc(-c2nnnn2CS(=O)(=O)c2ccccc2)cc1	-3	-17	-10	2	-2	-11	-4	2	1.9
O=C(c1ccco1)N1CCN(Cc2ccccc2Br)CC1	-13	-14	-20	2	-16	-9	-41	6	2.4
COc1ccc(-c2nn(-c3ccccc3)cc2CO)cc1OC	0	-2	-25	4	4	8	-3	-8	0.9
Cc1ccc(C)c(S(=O)(=O)N2CCN(C(=O)c3ccc(C)s3)CC2)c1	7	-9	0	0	22	15	-2	5	0.1
COC(=O)c1c(C)oc2ccc(NS(=O)(=O)c3cccs3)cc12	7	11	10	2	-4	4	-21	-4	-0.3
O=C(CC12CC3CC(CC(C3)C1)C2)Nc1ccc2c(c1)COC2=O	5	10	-1	2	40	17	9	-12	0.9
Cc1ccc(C(=O)NCc2ccco2)cc1[N+](=O)[O-]	-3	10	-7	-1	-18	2	-15	3	0.4
COCCN(C(=S)Nc1ccc(C)cc1C)C(C)c1cccs1 (stereo unspecified)	0	7	10	-3	1	7	7	0	0.2
CCN(CC)c1ccc(C=Nc2ccccc2)c(O)c1	3	-15	13	1	4	10	-8	11	4.4
CCCc1nn2c(=O)cc(CSCC(=O)Nc3ccccc3OC)nc2s1	-3	-10	-13	-4	9	-1	-4	0	1.3
CCC(C)NC(=O)C(Cc1ccccc1)NS(=O)(=O)c1ccc2c(c1)CCC(=O)N2 (stereo unspecified)	-24	2	2	-3	1	3	-5	-1	-1.1
Clc1ccc(OCc2nn3c(-c4ccccc4)nnc3s2)c(Cl)c1	-3	-6	-6	2	10	5	1	2	-0.1
CN(C)C(CNC(=O)CSc1nc2sc3c(c2c(=O)n1C)CCCC3)c1ccccc1 (stereo unspecified)	0	15	-18	-1	13	10	-33	-6	-2.4
CSCCC(NS(=O)(=O)c1ccc(Cl)cc1)C(=O)OCC(=O)N(C(C)C)C(C)C (stereo unspecified)	7	-3	6	-3	5	31	11	1	0.9
CCCn1c2ccccc2c2cnn(CC(=O)NCCN(C)C)c(=O)c21	4	8	13	1	16	-1	12	-4	0.4
COc1ccc(C(=O)NNC(=S)NC(=O)c2cccs2)cc1	-2	-17	-11	1	28	37	11	30	0.3
CCc1ccc(-c2nnn(CC(=O)N(C3CCCC3)C3CCS(=O)(=O)C3)n2)cc1 (stereo unspecified)	-6	-12	5	-2	-9	0	12	-2	2.4
Cc1ccc(Nc2nnc(SCC(=O)Nc3cccnc3Cl)s2)cc1C	5	1	-15	0	2	12	-35	-5	-0.5
Cc1cccn2c(=O)c3cc(C(=O)NC4CCCCC4)sc3nc12	8	-15	-11	5	-2	15	15	-10	0.8
CCC(C)(C)NC(=O)CN(C(=O)CCC(=O)Nc1nccs1)c1ccccc1C	-13	-21	3	-5	21	11	4	10	-0.8
COc1ccc(C(=O)N(C)Cc2nc3ccccc3c(=O)[nH]2)cc1S(=O)(=O)N1CCCC1	-2	-3	-7	-2	-20	0	21	4	-0.3
COc1ccc(CNC(=O)N[C@@H](Cc2c[nH]c3ccccc23)C(=O)O)cc1	0	2	2	-4	-12	-4	8	2	1.7

Screens from PubChem BioAssay.
